Bioassay records deposited in PubChem by National Center for Advancing Translational Sciences (NCATS).
N370S GC mod = inhibitors or activators of N370S glucocerebrosidase for Gaucher disease; 330,000 compounds, 0.092% hits; AID 2101; P04062; Potency, µM (highest dose often 59.4 µM), for the others: at the highest dose activity change, negative = inhibition, usual class: inhibitors; N370S GC spleen homogenate, 4MU-glucoside fluorescence;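 also: 0% = full enzyme activity and -100% = no enzyme basal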
FEN1 inh = blocks human flap endonuclease 1; Recombinant FEN1 flap cleavage, fluorescence, 15 min; Potency, µM (doses to about 114 µM), for the others: top-dose activity change, negative = inhibition, most hits filed as inhibitors; 390,000 compounds, 0.35% hits; also: nearly all actives have a fitted effect of over 65% in size
Target sequence (P39748 whole entry, looked up): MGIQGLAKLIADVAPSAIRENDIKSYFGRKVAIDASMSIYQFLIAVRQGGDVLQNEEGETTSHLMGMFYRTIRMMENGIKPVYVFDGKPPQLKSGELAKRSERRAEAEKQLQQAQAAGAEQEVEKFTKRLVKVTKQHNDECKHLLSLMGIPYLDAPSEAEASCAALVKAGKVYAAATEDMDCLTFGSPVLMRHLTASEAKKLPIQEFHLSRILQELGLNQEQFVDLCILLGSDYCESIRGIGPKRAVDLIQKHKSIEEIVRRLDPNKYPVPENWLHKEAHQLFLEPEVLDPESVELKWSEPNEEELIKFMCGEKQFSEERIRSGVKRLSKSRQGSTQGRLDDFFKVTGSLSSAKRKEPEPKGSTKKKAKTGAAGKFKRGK
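Reaction started by adding substrate (50 nM final) to 10 nM enzyme after 15 min room-temperature compound preincubation. Reads at 0 and 15 min, with data normalized and fitted to a four-parameter Hill equation.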
TDP1 inh = blocks human tyrosyl-DNA phosphodiesterase 1; Q9NUW8; recombinant TDP1, AlphaScreen DNA substrate cleavage; Potency, µM (highest dose often 130 µM), without a hit: at the top dose activity change, negative = inhibition, hits mostly inhibitors; 350,000 compounds, 0.28% hits; AID 485290; also: nearly all actives have a fitted effect of over 40% in size
Target sequence (Q9NUW8 whole entry, looked up): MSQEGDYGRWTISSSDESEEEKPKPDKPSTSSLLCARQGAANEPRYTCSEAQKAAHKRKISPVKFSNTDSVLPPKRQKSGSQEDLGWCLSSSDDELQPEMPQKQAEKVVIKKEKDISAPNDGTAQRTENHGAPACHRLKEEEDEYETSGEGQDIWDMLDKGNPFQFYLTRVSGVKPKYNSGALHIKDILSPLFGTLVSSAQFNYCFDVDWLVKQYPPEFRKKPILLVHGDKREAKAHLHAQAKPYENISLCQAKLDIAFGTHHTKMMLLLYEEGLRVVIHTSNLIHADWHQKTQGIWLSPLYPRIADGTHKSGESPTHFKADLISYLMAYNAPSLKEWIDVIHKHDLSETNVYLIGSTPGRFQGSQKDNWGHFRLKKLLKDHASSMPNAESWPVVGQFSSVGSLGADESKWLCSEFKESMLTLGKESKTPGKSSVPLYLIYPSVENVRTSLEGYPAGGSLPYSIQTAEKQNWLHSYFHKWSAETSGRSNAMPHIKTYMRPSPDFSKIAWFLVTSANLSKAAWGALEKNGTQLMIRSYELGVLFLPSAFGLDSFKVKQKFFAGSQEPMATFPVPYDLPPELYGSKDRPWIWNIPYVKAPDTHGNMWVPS
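Steps: enzyme plus compound, 15 min RT; add biotin/phosphotyrosine-FITC oligonucleotide (15 nM final), react 5 min; add donor/acceptor beads (10 ug/ml final), 10 min; read AlphaScreen. Tdp1 at 1 nM final.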
The depositor's hits bear a star; u = inconclusive; x = not tested or not shown; & = joins results of further samples; [ ] = remark or other dose. Calls follow the shape of the dose curve; as a rule, active = well fitted curve in the direction sought with a large enough effect; inconclusive = small, poorly fitted or top-dose-only effect, or another doubt; inactive = no such curve, though single readings can be large; an effect the other way counts as inactive or inconclusive. Unless noted, % is scaled to controls: 0 for no effect and ±100 for the full control effect; potency is read from the fitted curve at half-maximal effect.

Order of values – N370S GC mod, FEN1 inh, TDP1 inh
COC(=O)c1sc(NC(=O)COc2ccc(C)cc2)nc1C
 : 3%, 1%, 2%
CCc1c(C)sc2c1CCN(C(=O)Nc1ccccc1Cl)C2c1ccc(OC)cc1 (stereo not given)
 : x, 9%, 1%
CCC(C(=O)Nc1ccc(S(=O)(=O)N(C)C2CCN(C)CC2)cc1)c1ccccc1 (stereo not given)
 : x, -18%, -2%
COC(=O)c1cccnc1-n1c(=O)c2cccnc2n(Cc2cccc([N+](=O)[O-])c2)c1=O
 : -2%, -6%, 6%
Cc1ccc(CNC(=O)CN(C(=O)C2(C)CC(=O)N=C3C=CC=CN32)c2ccccc2F)cc1 (stereo not given)
 : u, -1%, 3%
C=C(C)C(=O)Nc1cccc(C2=NOC3(C2)C[C@H](C(N)=O)N(C(=O)c2ccccc2C(=O)c2ccccc2)C3)c1 (stereo not given in full)
 : -11%, -4%, x
COCCNC(=O)c1c[nH]c2ccc(S(=O)(=O)Nc3ccccc3F)cc2c1=O
 : 1%, -21%, x
CCCCc1c(O)nc2n(c1=O)CCS2
 : 9%, -4%, 9%
O=C(O)CCCC(=O)N1N=C(c2ccccc2)CC1c1cccs1 (stereo not given)
 : -1%, 0%, 0%
CCN(CC)c1ccc2oc(=O)c(C)nc2c1
 : 2%, -28%, -3%
Cc1cc(S(=O)(=O)Nc2cccc(O)c2)c(C)s1
 : 6%, -12%, 0%
Cc1sc2ncnc(SCC(=O)N(C(C)C)C(C)C)c2c1C
 : 6%, 1%, 5%
O=C(Nc1ccc(F)cc1)c1ccc(CN2CCc3ccccc3C2)cc1
 : 11%, 23%, x
Cc1cccc(OC(=O)c2snnc2C)c1
 : x, 16%, -5%
O=C(Nc1ccncc1)c1c(Cl)cccc1Cl
 : 2%, 7%, x
CCCCN(C(=O)c1cc(S(=O)(=O)N2CCCCCC2)ccc1OC)c1ccccc1
 : -8%, -8%, 0%
CCCC(C)C(=O)Nc1ccncc1 (stereo not given)
 : -1%, 2%, 7%
C=C(C)CNC(=S)N=Nc1c(O)[nH]c2ccc([N+](=O)[O-])cc12
 : -10%, 11%, 5%
Cc1ccccc1NC(=O)C1CCCN(C(=O)NCc2ccccc2)C1 (stereo not given)
 : 0%, -3%, 4%
CC1Cn2c(C(=O)NCc3ccccc3Cl)cc3cccc(c32)S1 (stereo not given)
 : x, -3%, -6%
COc1ccc(NC(=O)c2cccc(OC(F)F)c2)cc1Cl
 : -25%, -19%, 7%
Cc1cc(C)cc(NC(=S)NCc2ccc(S(N)(=O)=O)cc2)c1
 : -3%, 2%, 0%
O=C1CCCC2=C1C(c1cn(-c3ccccc3)nc1-c1cccs1)c1c([nH]c(=O)[nH]c1=O)N2 (stereo not given)
 : u, 4%, 4%
O=S(=O)(c1ccc(Cl)cc1)c1snnc1-c1ccccc1
 : -12%, -16%, 4%
O=C1c2cccc3cccc(c23)C(=O)N1CCN1CCN(C(=S)Nc2ccc(Cl)cc2)CC1
 : -2%, -4%, -1%
O=C(NCc1ccco1)C1CC(=O)N(c2ccc(Cl)cc2)C1 (stereo not given)
 : -13%, -9%, -3%
COc1cc(C(=O)N(Cc2cccc(Cl)c2)C2CCS(=O)(=O)C2)cc(OC)c1OC (stereo not given)
 : -7%, 8%, 1%
COCCCN(C(=O)CCSc1ccc(F)cc1)c1c(N)n(Cc2ccccc2)c(=O)[nH]c1=O
 : -3%, -5%, x
CC(C)c1cc(O)c(-c2ccccc2)c(=O)n1-c1ccc(Cl)cc1
 : -6%, -15%, 6%
Nn1c(-c2ccco2)n[nH]c1=S
 : 0%, -5%, 4%
Cc1ccc(OCC(=O)Nc2cc(NC(=O)COc3ccc(C)cc3)cc(C(=O)O)c2)cc1
 : -12%, 18%, 6%
COc1ccc(Cc2noc(CN3CCC(c4ccncc4)CC3)n2)cc1OC
 : 0%, -13%, x
Oc1cccc(/C=N/n2c(C3CCCCC3)n[nH]c2=S)c1
 : 1%, -5%, x
O=C(NC(=S)N(CCO)Cc1ccccc1)c1cc(Br)ccc1Cl
 : -12%, -2%, 1%
CCN(CC)C(=O)Oc1ccc(OC(=O)N(CC)CC)cc1
 : 4%, 0%, 0%
O=C(CCSCc1ccccc1Cl)NC1CCCC1
 : -2%, -3%, 5%
COc1ccc(C(c2c(O)cc(C)n(Cc3ccco3)c2=O)N2CCCCC2)cc1OC (stereo not given)
 : x, 18%, 3%
Cc1cccc(NC(=O)c2cccc3c2-c2ccccc2C3=O)n1
 : 8%, -4%, -8%
COc1ccc(Br)cc1CNC(=O)Cn1c(=O)c2cccn2c2ccc(F)cc21
 : x, 0%, -4%
COC1=CCC2([N+](=O)[O-])CN(CCO)CC1([N+](=O)[O-])C2 (stereo not given)
 : -1%, 8%, 0%
O=C(NC1CCCCC1)c1cc(Nc2ccccc2)nc2ccccc12
 : x, -2%, -9%
COC(=O)[C@@H]1C[C@@H]2CC[C@@H](O)C[C@@H]2N1Cc1ccccc1OS(=O)(=O)c1ccc(C)cc1
 : -26%&-29%, 10%, 6%&2%
O=C(O)C1CCCN1S(=O)(=O)c1ccc(Br)cc1 (stereo not given)
 : -6%, 0%, x
COc1ccc(/C=C2\CCn3c2nc2cc(C(=O)O)ccc2c3=O)cc1OC
 : u, -4%, -10%
Cc1nn(C)c(C)c1C1C(C#N)=C(N)OC2=C1C(=O)CCC2 (stereo not given)
 : 10%, 6%, -3%
COc1ccc(/C=C(/NC(=O)c2ccccc2)C(=O)NCc2ccco2)cc1
 : -2%, 6%, x
CSc1ccc(C#N)cc1NC(=O)c1ccc(Cl)nc1
 : 14%, 0%, 6%
COc1cc(NC(=O)C2CCC(CNc3c(N4CCCCC4)c(=O)c3=O)CC2)cc(OC)c1 (stereo not given)
 : -5%, 20%, 3%
Cc1onc(-c2c(Cl)cccc2Cl)c1NC(=O)NC1CCSC1 (stereo not given)
 : 0%, 6%, 1%
CC(C)C(=O)NCC(c1ccc2c(c1)OCO2)N1CCOCC1 (stereo not given)
 : 0%, 17%, 3%
CCOC(=O)C1CCCN(S(=O)(=O)c2ccc(Br)s2)C1 (stereo not given)
 : 6%, 5%, 1%
CCNc1nc(NCC)nc(OCCOC(=O)COc2ccc(Cl)cc2Cl)n1
 : -18%, 11%, 4%[56.1 µM]
Cc1cc(C(=O)COC(=O)c2ccc(O)cc2O)c(C)n1-c1ccc(OC(F)F)cc1
 : -1%, -3%, -4%
O=C1C2CC=CCC2C(=O)N1n1cnnc1 (stereo not given)
 : -10%, -5%, -6%
COc1ccc(C2=NC3(CCCCC3)N(CC(=O)Nc3ccc(C(C)C)cc3)C2=O)cc1
 : x, -6%, 0%
Cc1ccccc1CNC(=O)C(=O)NCC(c1cccs1)S(=O)(=O)c1ccc(Cl)cc1 (stereo not given)
 : x, 4%, 5%
COc1ccc(CN=C(Nc2ccccc2)SC2CC(=O)N(C)C2=O)cc1 (stereo not given)
 : u, -1%, -8%
Cc1ccccc1N1CC(C(=O)N2CCCCCC2)CC1=O (stereo not given)
 : -2%, -1%, x
CCC/C=N/NC(=O)c1[nH]c2c([N+](=O)[O-])cccc2c1C
 : 6%, -5%, -6%
COc1ccc(S(=O)(=O)NCCOc2ccccc2)cc1OC
 : 6%, -7%, 5%

More records:
Order of values – N370S GC mod, FEN1 inh, TDP1 inh
Brc1ccccc1OCCCCN1CCCCC1
 : -3%, 9%, x
CNC(=S)/N=C(/Nc1ccccc1)c1ccccc1
 : 0%, -7%, 2%
CCn1c2ccccc2c2cc(NC(=O)C(C)OC(=O)c3ccc(NC(=O)CC#N)cc3)ccc21 (stereo not given)
 : x, 2%, 1%
Cc1ccc(C(=O)NCc2ccccn2)cc1NC1=NC2CS(=O)(=O)CC2S1 (stereo not given)
 : 2%, 0%, x
C[C@@H]1CC[C@@H]2C(=O)N3[C@@H](CC[C@@H](C)[C@@H]3c3ccc(-c4ccco4)cc3)C(=O)N2[C@H]1c1ccc(-c2ccco2)cc1
 : 2%[12.8 µM], x, u
Cc1ccc(N2C(=O)C3CCCN3C2=S)cc1C (stereo not given)
 : -1%, -2%, x
CSCC[C@H](NC(=O)OC(C)(C)C)C(=O)N1CCC(C(=O)N[C@@H](C)C(=O)NCc2ccc(F)cc2)CC1
 : -2%, 7%, x
CC1=C(C(=O)Nc2ccccc2)C(c2cccs2)C(C#N)=C(SCC#N)N1 (stereo not given)
 : -8%, 1%, 5%
COc1cc(NC(=O)C2=CC(c3ccc(C)cc3)=NS(=O)(=O)N2C)cc(OC)c1OC
 : 3%, -1%, x
CCC(C)NC(=O)c1nn(-c2ccc(C)cc2)nc1CO (stereo not given)
 : x, 0%, 0%
CC(C)CCOc1ncnc2c1sc1nc3c(cc12)CSC(C)(C)C3
 : 2%, 1%, -10%
CC1(C)Oc2ccc3ccc(=O)oc3c2[C@@H](O)[C@H]1O
 : x, -7%, 0%
Cc1ccc(NC(=O)C(=O)NCC2CCCO2)cc1C (stereo not given)
 : 6%, 2%, -8%
Cc1cccc(N2CCN(C(=O)c3ccc4nc[nH]c4c3)CC2)c1C
 : -2%, -1%, -2%
CN(Cc1ccccc1)C(=O)c1[nH]cnc1C(=O)Nc1ccccc1
 : x, -7%, 0%
COc1ccc(-c2nc3scc(CCNS(=O)(=O)c4ccc(NC(C)=O)cc4)n3n2)cc1
 : x, 1%, 0%
CC(=O)c1cccc(OCc2cc(C(=O)N3CC4C[C@@H]5CC3C[C@H](C4)C5)no2)c1
 : -10%, -4%, 5%
Cc1ccc(-n2c(CNc3ccc(F)cc3)nnc2SCC(=O)NCc2ccco2)cc1
 : 0%, -8%, 7%
CCc1ccc(-c2c(C)sc(NC(C)=O)c2C(N)=O)cc1
 : 2%, -22%, 0%
Cc1nnc(SCC(=O)NCC2CCCCC2)n(N)c1=O
 : 3%, -7%, -1%
CCOc1ccc(C(=O)/C=C/c2cc(OC)c(OC)c(OC)c2)cc1
 : 4%, 10%, 7%
CC(=O)NS(=O)(=O)c1ccc(NC(=O)CC(C)c2ccccc2)cc1 (stereo not given)
 : -7%, -2%, 2%
COc1ccccc1Cn1cc(C(=O)c2ccc(Cl)cc2)c(=O)c2ccccc21
 : x, 3%, 5%
O=C(CNC(=O)c1ccco1)NCC(=O)OCc1cccc(C(=O)Oc2ccccc2)c1
 : 1%, -4%, 2%
COc1ccc(Cn2c(CNC(=O)Cc3ccc(OC)c(OC)c3)nc3cccnc32)cc1
 : x, -2%, 8%
CCOC(=O)c1c(C)[nH]c(C(=O)N/N=C/c2ccc(OC)c(OC)c2)c1C
 : 2%, 24%, 4%
Cn1c(SCc2ccccc2)nc(C(F)(F)F)cc1=O
 : -5%, 12%, 3%
CC(=O)c1c(C)[nH]c(C(=O)OCC(=O)N2CCc3ccccc3C2)c1C
 : x, -14%, 1%
C=CCNC(=O)CN1C(=O)c2cccc3cccc1c23
 : -19%, 5%, x
CC(NC(=O)COc1cc(=O)n(C)c2ccccc12)c1ccc2c(c1)OCCO2 (stereo not given)
 : 13%, 4%, 2%

Single records (already shown).
Results for `CN(Cc1ccccc1)C(=O)c1[nH]cnc1C(=O)Nc1ccccc1` → N370S GC mod = x; FEN1 inh = -7%; TDP1 inh = 0%
Results for `CC1=C(C(=O)Nc2ccccc2)C(c2cccs2)C(C#N)=C(SCC#N)N1` (stereo not given) → N370S GC mod = -8%; FEN1 inh = 1%; TDP1 inh = 5%
Results for `Cc1ccc(C(=O)NCc2ccccn2)cc1NC1=NC2CS(=O)(=O)CC2S1` (stereo not given) → N370S GC mod = 2%; FEN1 inh = 0%; TDP1 inh = x

3 structures out of the list, sorted by formula weight, falling.
Order of values – N370S GC mod, FEN1 inh, TDP1 inh
COc1ccccc1Cn1cc(C(=O)c2ccc(Cl)cc2)c(=O)c2ccccc21
 : x, 3%, 5%
CCC(C)NC(=O)c1nn(-c2ccc(C)cc2)nc1CO (stereo not given)
 : x, 0%, 0%
C=CCNC(=O)CN1C(=O)c2cccc3cccc1c23
 : -19%, 5%, x

(next part)
Order of values – N370S GC mod, FEN1 inh, TDP1 inh
COC(=O)c1ccccc1NC(=O)NC1CC1
 : 3%, -9%, -6%
CCOC(=O)N/N=C(\C)c1ccc(OC(F)F)cc1OC(F)F
 : 8%, 0%, 4%
O=c1c2cc(Br)ccc2nc(-c2cccc(C(F)(F)F)c2)n1O
 : 3%, -24%, 9%
OC(CSc1ccc(F)cc1)CN1CCN(c2ccccc2)CC1 (stereo not given)
 : -5%, -11%, 7%
COc1ccc(-c2nc(NC(=O)c3ccc(OCC(=O)Nc4ccc(F)cc4)c(OC)c3)sc2C)cc1
 : 1%, 7%, 6%
COc1ccc2c(c1OC)C(=O)N1N=C(c3ccc(O)cc3)CC21 (stereo not given)
 : -5%, 0%, 9%
Cc1ccc(S(=O)(=O)NCCC(=O)N2CCCCC2)cc1
 : -10%, x, -6%
COc1ccc(NC(=O)Cn2nc(-c3ccccc3)c3cnc4ccc(C)cc4c32)cc1
 : x, 19%, 2%
O=C(Nc1cccnc1)c1ccc2ccccc2c1O
 : -4%, 2%, x
